Eya2 phos inh: inhibitors of human Eya2 phosphatase activity. O00167. recombinant Eya2, OMFP fluorescence dephosphorylation (OMFP is methylfluorescein phosphate). Potency, µM (top dose mostly 76.9 µM), inactives show at the highest dose activity, negative = inhibition, actives largely listed as inhibitors. 0.006% of 330,000 active. AID 488837; also: potency is read from the fitted curve at half-maximal effect; % is scaled to controls: 0 for no effect and ±100 for the full control effect
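Eya2 (0.2 uM) preincubated 10 min at ambient with compound, then OMFP substrate added at 50 uM; 10 min reaction in 50 mM HEPES pH 7.5, 50 mM NaCl, 5 uM MgCl2, 0.05% BSA, 1 mM DTT. Fluorescence read at Ex 485/Em 525 nm.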
Tb PFK inh: T. brucei PFK enzyme inhibition | O15648 | T. brucei PFK, ADP-Glo luminescence | Potency, µM (titrated, usually from 57.5 µM), inactives show top-dose activity, negative = inhibition, hits mostly inhibitors | 0.17% of 330,000 active | AID 485367;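 also: potency is read from the fitted curve at half-maximal effect; 0% = uninhibited 1x PFK enzyme wells and -100% = no-enzyme wells; nearly all actives have a fitted effect of over 60% in size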
Target sequence (O15648 whole entry, looked up): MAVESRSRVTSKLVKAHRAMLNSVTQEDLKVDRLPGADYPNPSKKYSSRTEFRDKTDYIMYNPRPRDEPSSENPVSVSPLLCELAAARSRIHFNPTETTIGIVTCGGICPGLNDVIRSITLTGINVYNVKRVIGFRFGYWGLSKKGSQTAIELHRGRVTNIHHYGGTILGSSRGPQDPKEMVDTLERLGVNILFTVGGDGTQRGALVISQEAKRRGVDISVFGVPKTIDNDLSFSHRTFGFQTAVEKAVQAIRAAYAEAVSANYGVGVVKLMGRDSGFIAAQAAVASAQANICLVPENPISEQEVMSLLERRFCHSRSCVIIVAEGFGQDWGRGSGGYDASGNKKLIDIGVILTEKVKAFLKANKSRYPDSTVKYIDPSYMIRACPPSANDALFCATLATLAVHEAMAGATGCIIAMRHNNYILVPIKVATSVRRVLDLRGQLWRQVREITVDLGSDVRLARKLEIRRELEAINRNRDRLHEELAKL
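In TEA buffer at pH 8.0 with 5 mM MgCl2, enzyme (1.25 nM) converted F6P (0.5 mM) and ATP (0.1 mM) for 45 min at room temperature. ADP product was read by luciferase luminescence.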
Integrin act MD: activators of alpha7 integrin expression for muscular dystrophy. 0.064% of 350,000 active. Potency, µM (doses to about 38.3 µM), for inactives: top-dose activation, actives largely listed as activators. AID 624291. alpha7betagal myoblasts, beta-gal FDG fluorescence, 48 h;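 also: potency is read from the fitted curve at half-maximal effect; 100% = response of the positive control SU9516; nearly all actives have a fitted effect of over 60% in size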
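Alpha7betagal+/- myoblasts (passage 13) were plated 16-24 hr, then exposed to compounds (1:260 dilution of DMSO stock) for 48 hours at 37C. After MPER lysis, β-galactosidase reporter activity was read as FDG fluorescence (ex 480/em 540) after 30 minutes.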
ELG1 repair inh: blocks ELG1-dependent DNA repair in HEK293T cells; HEK293T ELG1-luciferase reporter, luminescence, 16 h; DNA damage induced by 5-fluorouridine; Potency, µM (top dose mostly 46.1 µM), for inactives: top-dose activity change, negative = inhibition, hits mostly inhibitors; 2.3% of 330,000 active; AID 504467; also: potency is read from the fitted curve at half-maximal effect; % is scaled to controls: 0 for no effect and ±100 for the full control effect; nearly all actives have a fitted effect of over 55% in size
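Reporter activity after DNA damage by 5-fluorouridine is monitored. Compound-treated cells incubate 16 hr at 37 °C, then ONE-Glo is added for 30 min before luminescence reading.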
Chronic BCR inh: chronic active BCR signaling inhibition; ABC-DLBCL IkBa-CBG/CBR reporter, luminescence ratio, 4 h; Potency, µM (titrated, usually from 46.1 µM), inactives show at the highest dose ratio change, negative = lower green/red ratio, usual class: inhibitors; AID 493014; 0.05% of 340,000 active; active = well fitted inhibition curve with a large enough effect in the signal ratio, with a control signal flat, not every such curve was filed as active; inconclusive = small, poorly fitted or top-dose-only effect, or effect the other way, or a change in a side signal; the % refers to the signal ratio;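 also: potency is read from the fitted curve at half-maximal effect; plate controls were basal doxycycline-induced cells for no effect and cells given 10 µM MG132 for full effect; MG132 reads +100%, hits lower the ratio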
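TMD8 human ABC-DLBCL cells with doxycycline-inducible IκBα–green luciferase fusion and unfused red luciferase, in 0.5% FBS medium; compounds up to 46 uM, 4 h at 37C. Green/red luminescence ratio, filter-overlap corrected, fitted to concentration-response curves.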
Mito fusion yeast: blocks mitochondrial division or promotes mitochondrial fusion. Potency, µM (series often up to 46.1 µM), for the others: top-dose growth rescue (activation), hits mostly activators. 0.23% of 320,000 active. S. cerevisiae fusion-defective mutant growth rescue, CellTiterGlo 48 h. AID 485298;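 also: potency is read from the fitted curve at half-maximal effect; % of control where 0% means no effect; nearly all actives have a fitted effect of over 45% in size; temperature-sensitive fusion mutants such as fzo1-1 at 37 °C on non-fermentable ethanol glycerol medium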
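S. cerevisiae fusion-defective temperature-sensitive mutants (e.g. fzo1-1, mgm1-5) grown 48 h at 37C in YPEG (ethanol/glycerol non-fermentable) medium with 23 nl compound per well; growth rescue read as CellTiterGlo luminescence.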
PTAP TSG101 blk: blocks PTAP/TSG101 interaction to inhibit HIV-1 budding. Q99816. Fluorescence polarization, FITC-PTAP peptide / Tsg101 binding. Potency, µM (top dose mostly 115 µM), inactives show at the highest dose activity change, negative = inhibition, most hits filed as inhibitors. 340,000 tested, under 10 active. AID 493005; active = well fitted inhibition curve with a large enough effect in the main read-out, with a control signal flat, not every such curve was filed as active; inconclusive = small, poorly fitted or top-dose-only effect, or effect the other way, or a change in a side signal; inactive = no such curve, though single readings can be large or run the other way; also: potency is read from the fitted curve at half-maximal effect; % of control where 0% means no effect
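FP read-out: FITC-PTAP peptide, 50 nM final, binding Tsg101 binding domain, 10 uM final; 20 min, r.t.; 10 mM HEPES pH 7.5, 0.15 M NaCl, 0.01% Tween 20, 3 mM EDTA, 0.1 mM TCEP.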
ASM inhibitor: inhibitors of human secretory acid sphingomyelinase; placental ASM, HMU-PC fluorogenic substrate, 60 min; Potency, µM (doses to about 57.5 µM), inactives show top-dose activity change, negative = inhibition, usual class: inhibitors; P17405; 0.006% of 340,000 active; also: potency is read from the fitted curve at half-maximal effect
Target sequence (P17405 47-631 limits assumed): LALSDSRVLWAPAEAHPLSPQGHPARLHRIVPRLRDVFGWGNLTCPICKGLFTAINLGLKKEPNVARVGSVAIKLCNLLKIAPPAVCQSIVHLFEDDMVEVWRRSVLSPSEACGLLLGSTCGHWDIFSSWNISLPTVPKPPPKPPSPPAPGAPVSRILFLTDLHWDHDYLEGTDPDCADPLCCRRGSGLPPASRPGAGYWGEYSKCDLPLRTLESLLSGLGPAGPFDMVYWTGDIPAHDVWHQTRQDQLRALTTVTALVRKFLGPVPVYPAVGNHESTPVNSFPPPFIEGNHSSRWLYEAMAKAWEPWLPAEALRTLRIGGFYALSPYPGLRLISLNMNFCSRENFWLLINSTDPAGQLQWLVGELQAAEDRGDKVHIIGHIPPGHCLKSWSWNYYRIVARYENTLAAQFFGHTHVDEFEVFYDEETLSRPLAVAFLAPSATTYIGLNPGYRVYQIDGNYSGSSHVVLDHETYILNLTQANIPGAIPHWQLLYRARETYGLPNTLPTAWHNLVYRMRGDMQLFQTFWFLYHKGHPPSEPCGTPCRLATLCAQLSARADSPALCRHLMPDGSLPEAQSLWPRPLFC
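Fluorescence read-out (Ex 386 nm, Em 447 nm) after stopping the reaction at pH 10. Enzyme: ASM from human placenta; substrate HMU-PC0, 9 uM final; 60 min, 37 °C. Compound preincubation 10 min, ambient temperature.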
AT treatment: candidate therapy for ataxia-telangiectasia; Potency, µM (top dose mostly 57.5 µM), for inactives: top-dose activation, hits mostly activators; 0.19% of 320,000 active; […] A-T fibroblasts, KAP-1 phosphorylation AlphaLISA; neocarzinostatin DNA damage 30 min before lysis; AID 485349; also: potency is read from the fitted curve at half-maximal effect; % of control where 0% means no effect; nearly all actives have a fitted effect of over 45% in size
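ATM-like activity read as KAP-1 phosphorylation via AlphaLISA donor/acceptor antibody pairs after lysis and 6 hr at 25C. Cells were ATM-null patient fibroblasts ([…], hTERT), dosed 60 min, then exposed to the DSB inducer NCS for 30 min.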
TSHR antag: blocks TSH signaling through the human TSH receptor; TSHR-expressing cells, TSH-stimulated cAMP HTRF, 2 h; stronger effect = lower value; activity change, negative = inhibition, % at 11.5 µM; 0.2% of 330,000 active;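 active = activity change below a set negative limit, meaning inhibition stronger than a set level, cut at about -70% in these data; inconclusive = activity change between two set negative limits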; also: % is scaled to controls: 0 for no effect and ±100 for the full control effect
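Inhibition of cAMP made by TSHR-expressing cells under TSH stimulation (4nM final, EC80; 2 h, 37 deg C) is quantified with a one-step lysis HTRF kit, anti-cAMP cryptate versus cAMP-d2.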
TCR act: activates T cell receptor signaling; Potency, µM (top dose mostly 9.22 µM), for the others: top-dose activation of IL-2 secretion, hits mostly activators; AID 504894; primary human leukocytes, anti-CD3, IL-2 HTRF, 48 h; 330,000 tested, under 10 active; also: % of control where 0% means no effect
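Human primary leukocytes + a-CD3 beads + cpd, 48 hr; IL-2 in supernatant by HTRF (ex 320nm / em 665nm). No co-stimulatory signal supplied.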
An asterisk follows results filed as active; ? = inconclusive; / = no result given; [ ] = remark or other dose. Unless noted, calls follow the shape of the dose curve; as a rule, active = well fitted curve in the direction sought with a large enough effect; inconclusive = small, poorly fitted or top-dose-only effect, or another doubt; inactive = no such curve, though single readings can be large; an effect the other way counts as inactive or inconclusive.

SMILES	Eya2 phos inh	Tb PFK inh	Integrin act MD	ELG1 repair inh	Chronic BCR inh	Mito fusion yeast	PTAP TSG101 blk	ASM inhibitor	AT treatment	TSHR antag	TCR act
O=C(O)CC1COc2ccccc2N1S(=O)(=O)c1ccc(Br)cc1 (configuration not stated)	9.2%	-7.3%	-14.2%	-0.1%	1.1%	6.1%	-4.5%	-2.3%	-8.6%	-0.1	1.4%
CCOC(=O)NC(NC(=S)Nc1ccccc1OC)C(Cl)(Cl)Cl (configuration not stated)	-3.1%	2.9%	-4.9%	-4.6%	7.3%	-7.9%	-0.7%	-0.2%	-0.9%	14.7	1.6%[46.1 µM]
Cc1cc(C)c(NC(=O)CSc2nnc(-c3ccncc3)n2Cc2ccco2)c(C)c1	12.0%	-7.1%	-18.1%	7.2%	13.2%	1.3%	-5.4%	-1.3%	8.2%	-8.9	-0.2%
N#Cc1ccc(Oc2nc(Nc3ccc(F)cc3)nc(N3CCCC3)n2)cc1	15.1%	-1.3%	32.7%[7.66 µM]	16.4µM*	?	-3.3%	-10.1%	-11.6%	0.6%	38.5	3.0%
Cc1ccc(NC(=O)COC(=O)CCC(=O)c2cccs2)c(C)c1	1.6%	-3.8%	36.1%	-7.1%	0.6%	0.9%	-3.0%	-0.9%	-1.6%	-9.2	-1.4%
O=c1cc(Cl)c(-c2ccccc2)n[nH]1	5.7%	-3.4%	-9.9%	-0.9%	2.0%	-2.5%	-4.0%	0.4%	2.9%	-5.7	-0.5%
CCOC(=O)c1ccc(NC(=O)CSc2nc(NC(=O)c3ccccc3)c3c(C)c(C)oc3n2)cc1	3.4%	2.2%	-27.0%	?	15.3%	-0.7%	-7.8%	-20.3%	-3.6%	-2.3	5.0%
NS(=O)(=O)c1cccc(NC(=O)CSc2nc3ccccc3n2-c2ccccc2)c1	-12.3%	-23.9%	-40.2%[inhibitor]	9.2µM*	?	-0.4%	-2.0%	-10.0%	-3.5%	17.4	/
Cc1ccc(CN(Cc2ccco2)C(=S)Nc2ccccc2C)cc1	-7.8%	-4.1%	?	-10.6%	4.6%	-9.0%	-3.5%	-1.5%	-2.4%	-6.1	0.2%
CCCOc1ccccc1C(=O)N(Cc1cccs1)C1CCS(=O)(=O)C1 (configuration not stated)	11.4%	-3.1%	-15.5%	-5.0%	0.5%	3.4%	-3.7%	3.7%	2.0%	-3.5	3.0%
CC1(NC(=O)CCS(=O)(=O)c2ccc(Cl)cc2)CCS(=O)(=O)C1 (configuration not stated)	7.9%	5.9%	5.7%	16.3%	-3.9%	0.5%	-5.1%	-1.6%	-15.9%	-20.7	-7.8%
CCCCn1c(N)c(N(CC(C)C)C(=O)C2CC(=O)N(c3ccc(C)cc3)C2)c(=O)[nH]c1=O (configuration not stated)	-10.2%	-0.5%	-14.5%	-2.7%	?	-1.0%	-1.9%	1.1%	0.2%	-1.9	6.2%
COc1ccc(Nc2ncnc3ccccc23)c(OC)c1	-3.4%	2.8%	9.1%	-6.7%	?	5.5%	-3.7%	6.1%	-1.3%	-1.4	1.1%[46.1 µM]
CCc1cc(C(=O)Nc2cc(S(=O)(=O)N(C)C)ccc2C)sc1C	3.8%	-2.0%	5.5%	?	?	5.4%	-8.3%	-4.0%	-6.5%	-7.6	6.1%
COc1ccc(C2C3C=CCC(c4cccc(-c5ccc(C)cc5)c4)C3C(=O)N2Cc2ccccc2)cc1Cl (configuration not stated)	-13.3%	3.4%	-2.2%	-3.4%	-0.4%	23.3%	3.1%	3.2%	-16.1%	2.9	-6.9%
Cc1ccc(NC(=O)COC(=O)COc2cccc3c2OC(C)(C)C3)cc1C	-4.8%	-1.1%	-12.9%	-4.3%	?	-4.3%	-2.7%	-0.8%	-11.0%	-2.3	1.1%
c1ccc(CCc2nc3ccccc3[nH]2)cc1	-9.2%	-4.1%	11.9%	?	?	-14.7%	-6.6%	-4.1%	5.3%	-0.1	-2.8%
c1sc2[n+](c1C13CC4CC(CC(C4)C1)C3)CCS2	-5.4%	0.8%	-42.6%[inhibitor]	-15.6%	-0.1%	/	0.8%	4.0%	0.9%	26.0	-0.5%[46.1 µM]
Cc1ccc(C(=O)Nc2cccc(C(F)(F)F)c2)cc1NC(=O)c1c[nH]c2cc(C(F)(F)F)ccc2c1=O	6.4%	-0.6%	0.0%	?	1.4%	/	-4.4%	1.8%	2.8%	-3.4	-9.2%
Cc1ccc(OCCCn2ccnc2)c([N+](=O)[O-])c1	-13.8%	2.5%	0.6%	0.3%	0.0%	0.8%	-1.4%	-2.8%	0.5%	2.8	3.7%[46.1 µM]
N#CCCn1cc(C(=O)N2CCCCC2)c(-c2ccc([N+](=O)[O-])cc2)n1	-14.0%	14.7%	18.1%	-18.4%	2.9%	0.9%	-6.7%	5.1%	-1.0%	-1.9	10.8%
CCCc1nc2c(=O)n(C)c(=O)nc-2n(C)n1	-5.8%	-0.2%	-30.4%[inhibitor]	4.61µM*	?	5.7%	1.2%	-3.5%	2.2%	27.7	-1.4%
Cc1ccc(CCN2CC(C(=O)NCc3ccc4c(c3)OCO4)CC2=O)cc1 (configuration not stated)	-13.4%	-1.0%	-7.5%	-11.3%	-0.4%	3.1%	-5.8%	0.2%	-2.7%	1.9	1.1%
COc1ccc(-c2cn3ccccc3n2)cc1[N+](=O)[O-]	-11.9%	-0.2%	27.7%	?	?	-6.5%	-3.0%	-0.6%	-1.6%	-6.1	3.4%[46.1 µM]
COc1ccc2[nH]c3c(=O)n(CCCCC(=O)N4CCCC4)c(=S)[nH]c3c2c1	-17.0%	-11.4%	-7.0%	?	?	1.5%	-5.1%	-1.8%	-4.2%	7.6	4.0%
Cc1cc(N/N=C/c2ccncc2)c([N+](=O)[O-])cc1[N+](=O)[O-]	2.1%	-3.1%	0.0%	-2.0%	?	4.9%	-4.8%	-1.2%	5.3%	-3.0	-8.2%
Cc1cc(=O)[nH]c(SCC(=O)Nc2ccc(Br)cc2)c1C#N	-10.1%	4.0%	-0.9%	-5.9%	?	-0.1%	-4.3%	-6.6%	8.1%	-47.1	-28.0%
NC(=NCCc1ccc(Cl)cc1)NS(=O)(=O)c1ccc(F)cc1	-1.4%	-9.2%	24.5%	?	-1.3%	-4.7%	-0.7%	-0.8%	2.1%	-3.3	-3.0%[46.1 µM]
N#CCCN(C(=O)COC(=O)C1CCN(S(=O)(=O)c2cccs2)CC1)c1ccccc1	-18.3%	1.1%	-9.4%	-12.8%	2.6%	4.7%	1.1%	4.3%	0.2%	-18.1	1.4%
O=C(N/N=C/c1ccc(O)cc1)c1csc2ccccc12	2.2%	-0.2%	-50.3%[inhibitor]	?	?	0.0%	-1.5%	-9.7%	-2.9%	6.2	3.0%
Cc1ccc(-n2[nH]c(C)c(C=Nc3ccc(S(=O)(=O)Nc4nc(C)cc(C)n4)cc3)c2=O)c(C)c1	-6.5%	-5.3%	0.6%	15.0%	?	-2.8%	-0.2%	5.2%	2.7%	-0.4	-5.0%[46.1 µM]
CCN(CC)CC(=O)Nc1cc(N(C)C)nc2ccccc12	-6.2%	-0.3%	14.3%	9.8%	-8.1%	2.5%	-3.6%	/	3.4%	2.8	-2.1%
CCOC(=O)C(=O)N1CCC(C(=O)OC)CC1	-12.8%	0.7%	-9.2%	0.8%	5.5%	-4.4%	-4.5%	-1.4%	-3.9%	12.9	-23.2%
COc1ccc(S(=O)(=O)N2CCN(C)CC2)cc1C	-19.6%	-3.0%	-1.6%	-2.2%	?	1.0%	-4.5%	-2.1%	-3.8%	0.4	-8.4%
CCc1ccc2oc(=O)cc(CN3CCOCC3)c2c1	11.0%	-3.5%	18.4%	5.3%	?	4.9%	-6.4%	6.0%	2.2%	-9.9	0.9%
CC(=O)NCCc1nc2cc(NC(=O)c3ccccc3C)ccc2n1C	1.5%	-0.4%	12.2%	?	?	-0.2%	-2.1%	1.5%	14.8%	6.8	-0.2%
